Compound activity as filed in PubChem BioAssay.
EPAC1 antagonist: blocks human EPAC1 exchange factor; O95398; Potency, µM (titrated, usually from 115 µM), for the others: at the highest dose activity change, negative = inhibition, hits mostly inhibitors; 360,000 compounds, 0.14% hits; EPAC1 GEF assay, Rap1b-BODIPY-GDP exchange fluorescence; AID 720709;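 note: potency is the fitted concentration of half-maximal effect; plate controls were vehicle for no effect and positive control for full effect; nearly all actives have a fitted effect of over 50% in size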
EPAC1 ag: agonists of human EPAC1. O95398. Potency, µM (highest dose often 154 µM), inactives show top-dose activation, most hits filed as activators. 360,000 compounds, 0.073% hits. EPAC1 agonist qHTS, biochemical assay; response scale: 100% = response to 6.5 mM cAMP; note: potency is the fitted concentration of half-maximal effect; nearly all actives have a fitted effect of over 60% in size
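EPAC1 100 nM, Rap1B–BODIPY-GDP 250 nM, unlabeled GDP 50 uM; compound titration; 5 min RT; kinetic read ex480/em540 at 5-min intervals ×30 min; data normalized to 6.5 mM cAMP agonist control.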
Abeta rescue: compounds reversing amyloid beta toxicity in yeast | Potency, µM (series often up to 46.1 µM), inactives show at the highest dose growth rescue, actives largely listed as activators | 410,000 compounds, 0.063% hits | yeast expressing A-beta42, growth rescue, OD600, 48 h; response scale: 0% DMSO, 100% iron-clioquinol control; note: potency is the fitted concentration of half-maximal effect; nearly all actives have a fitted effect of over 55% in size
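Growth rescue measured by 600 nm absorbance after 48 h yeast culture at 30 C with compound. Values normalized between DMSO and an equimolar ferric chloride plus clioquinol control.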
IL2 activator: activators of IL-2 | IL-2 activation reporter assay, cell-based qHTS; stimulated with anti-CD3/CD4/CD28 beads; in transgenic mouse T cells | activation, % (series mostly up to about 46 µM) | 360,000 compounds, 0.065% hits; in the data active = activation above about 50%; inconclusive = mostly about 30% to 49%; note: 0% is about no effect
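Readout is EGFP and DsRed signal by fluorescent plate cytometry after 18 h at 37 degrees C. Transgenic mouse T cells (750/well) received compound for 60 min before bead stimulation (anti-CD3, anti-CD4, anti-CD28); memory T cells served as non-tolerant control.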
FUS suppressor: rescues growth of FUS-expressing yeast | S. cerevisiae FUS-expressing, growth rescue, OD600, 24 h | Potency, µM (highest dose often 76.6 µM), for the others: at the top dose growth rescue (activation), most hits filed as activators | 390,000 compounds, 0.24% hits;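 note: potency is the fitted concentration of half-maximal effect; plate controls were DMSO vehicle for no effect and reference control for full effect; nearly all actives have a fitted effect of over 55% in size; some results filed as inactive show a strong effect at the top dose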
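Restored growth of FUS-toxic S. cerevisiae, read as 600 nm absorbance after 24 h at 30C in galactose medium (starting OD 0.005). Controls CP55940 and DMSO.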
PI5P4Ka inh: inhibitors of human PI5P4K alpha; P48426; PI5P4Kalpha enzyme, ADP-Glo luminescence, 60 min; hits give low values; max response, %; 330,000 compounds, 1.2% hits; active = max response of -50% or lower; inconclusive = between -30% and -50%; inactive = -30% or higher; note: value at the top dose of about 77 µM; % is set by controls: 0 for no effect and ±100 for the full control effect
Target sequence (P48426 whole entry, looked up): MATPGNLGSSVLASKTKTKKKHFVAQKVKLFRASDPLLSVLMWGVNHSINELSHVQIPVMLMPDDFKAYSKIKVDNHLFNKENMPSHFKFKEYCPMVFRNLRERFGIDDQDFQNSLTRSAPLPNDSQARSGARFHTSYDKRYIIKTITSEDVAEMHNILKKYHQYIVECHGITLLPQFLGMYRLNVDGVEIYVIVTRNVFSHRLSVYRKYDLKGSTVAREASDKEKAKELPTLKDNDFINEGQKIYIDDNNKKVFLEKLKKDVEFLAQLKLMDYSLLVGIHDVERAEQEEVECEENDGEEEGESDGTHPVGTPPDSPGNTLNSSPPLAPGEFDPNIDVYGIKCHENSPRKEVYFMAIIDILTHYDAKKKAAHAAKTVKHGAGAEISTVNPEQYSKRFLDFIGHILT
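Single end-point luminescence (ADP-Glo) quantified ADP from PI5P4Kalpha turnover; ATP 5 microM final, 1 h at RT, 0.1% CHAPS and 0.28 mM EGTA in HEPES pH 7.4.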
PLK1 PBD inh: inhibitors of human PLK1 polo-box domain binding. P53350. Plk1 PBD binding of FITC phosphopeptide, fluorescence polarization. Potency, µM, inactives show max response, negative = inhibition, usual class: inhibitors. 360,000 compounds, 2.8% hits. AID 720504; note: potency is the fitted concentration of half-maximal effect; series mostly up to about 57 µM; % is set by controls: 0 for no effect and ±100 for the full control effect; nearly all actives have a fitted effect of over 65% in size
Target sequence (P53350 whole entry, looked up, the tested form may be a part): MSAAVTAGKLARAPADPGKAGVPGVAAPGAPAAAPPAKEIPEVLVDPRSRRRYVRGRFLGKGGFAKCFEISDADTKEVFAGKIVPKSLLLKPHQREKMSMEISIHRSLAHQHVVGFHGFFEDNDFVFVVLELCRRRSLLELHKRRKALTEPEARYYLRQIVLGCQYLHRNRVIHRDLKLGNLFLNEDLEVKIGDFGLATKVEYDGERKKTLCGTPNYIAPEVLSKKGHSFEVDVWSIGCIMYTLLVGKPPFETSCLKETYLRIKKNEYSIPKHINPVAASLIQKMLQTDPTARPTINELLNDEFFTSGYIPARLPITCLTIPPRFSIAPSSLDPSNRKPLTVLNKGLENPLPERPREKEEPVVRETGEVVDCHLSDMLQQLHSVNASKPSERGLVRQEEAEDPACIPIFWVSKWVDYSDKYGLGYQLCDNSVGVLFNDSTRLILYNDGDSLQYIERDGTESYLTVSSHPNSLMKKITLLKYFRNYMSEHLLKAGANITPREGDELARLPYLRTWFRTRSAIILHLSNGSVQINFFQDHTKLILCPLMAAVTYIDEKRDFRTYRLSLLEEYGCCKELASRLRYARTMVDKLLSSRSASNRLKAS
WRN inhibitor: WRN helicase (human) inhibition | Q14191 | WRN helicase unwinding, fluorescent forked duplex, kinetic | Potency, µM (top dose mostly 114 µM), for the others: top-dose activity change, negative = inhibition, usual class: inhibitors | 360,000 compounds, 0.46% hits; note: potency is the fitted concentration of half-maximal effect; % is set by controls: 0 for no effect and ±100 for the full control effect; nearly all actives have a fitted effect of over 55% in size
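Screening of the MLSMR collection measured strand separation of a quenched forked DNA duplex (100 nM) by 20 nM WRN with 2 mM ATP, all final. Compounds were preincubated with enzyme 15 min at room temperature.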
* hit, by the source's call; u = inconclusive; x = not tested or not shown; & = joins results of further samples; [ ] = remark or other dose. Unless noted, calls come from the whole dose curve; as a rule, active = well fitted curve in the direction sought with a large enough effect; inconclusive = small, poorly fitted or top-dose-only effect, or another doubt; inactive = no such curve, though single readings can be large; an effect the other way counts as inactive or inconclusive.

SMILES	EPAC1 antagonist	EPAC1 ag	Abeta rescue	IL2 activator	FUS suppressor	PI5P4Ka inh	PLK1 PBD inh	WRN inhibitor
Cc1ccc2c(Cl)c(C(=O)Nc3nn[nH]n3)sc2c1	-3.7%	11.0%	3.4%	-0.7	6.9%	-14.1	-19.8%	-2.0%
O=C(NC1CCCCCCC1)C1CCN(S(=O)(=O)N2CCCC2)CC1	2.3%	8.4%	18.8%	-1.9	-7.9%	x	1.8%	-5.9%
COc1cc(N=C2C(=O)N3c4c(cccc42)C(C)=CC3(C)C)cc(OC)c1	-10.5%	-1.6%	29.6%	-0.2	x	6.9	-8.8%	-21.8%
CCC(=O)c1ccc(OCC(=O)N(CC)CC(=O)Nc2ccccc2OC)cc1	8.6%	6.4%	-3.5%	1.1	x	3.1	-2.6%	7.4%
CCOC(=O)C1=CN(CC)S(=O)(=O)NC1c1cccc(OC)c1 (stereo unspecified)	-6.5%	-13.4%	12.6%	-0.8	-8.7%	-0.8	-7.9%	-7.0%
Cc1cc(C(=O)COC(=O)c2cc(Cl)ccc2N)c(C)n1Cc1ccco1	u	8.5%	-6.6%	0.1	34.7%	-20.0	-2.5%	-26.9%
CCOC1=C2CN(S(=O)(=O)c3ccc(C)cc3)C(c3cccc(Cl)c3)CC2NC(c2ccccc2)C1 (stereo unspecified)	-2.1%	-10.8%	15.1%	-0.7	28.0%	8.4	3.2%	-6.4%
CCOC(=O)Cc1csc(NC(=O)CCCCCN2C(=O)c3cccc4cccc(c34)C2=O)n1	9.3%	4.1%	-13.3%	-3.3	5.8%	-5.9	-7.7%	-2.4%[57.1 µM]
O=C(c1ccccc1-c1ncc[nH]1)N1CCCC(Nc2ccc(F)cc2)C1 (stereo unspecified)	-2.7%	-18.9%	-16.4%	0.1	17.0%	4.0	0.8%	-5.0%
Cc1ccc(NC(=O)CN(C)S(=O)(=O)c2cccc3cccnc23)c(C)c1	-6.3%	7.6%	-5.8%&1.3%	-4.3	22.3%&17.4%	-0.4	-12.8%	-5.2%
COc1cccc2c1cc1c(=O)n(CC(=O)NCCCN3CCCCC3)nc(C)n12	0.6%	1.0%	x	1.3	6.7%	-5.2	1.1%	2.7%
CCCCCNC(=O)c1ccc(NS(=O)(=O)c2ccc3[nH]c(=O)[nH]c3c2)cc1	-9.4%	-3.5%	-0.1%	2.3	19.4%	-10.3	-10.3%	-22.5%
COc1ccc(OC)c(Nc2nc(NCCC(C)C)nc(N)c2[N+](=O)[O-])c1	-8.7%	9.7%	20.2%	-0.9	16.8%	-3.5	-1.3%	-7.3%
Cc1c(C(=O)NCCSCc2ccco2)cccc1[N+](=O)[O-]	3.2%	-0.3%	10.0%	1.0	x	-4.1	-3.7%	-4.7%
Cc1ccccc1COC(=O)c1nn(-c2ccccc2)nc1N	-8.7%	18.6%	-6.7%&7.0%	-2.4	30.5%&36.2%	-4.0	-11.8%	u
N#Cc1c(N)n[nH]c1-c1cc2c([nH]1)CCCC2	-1.9%	2.0%	-8.4%	2.2	34.6%	u	6.1%	8.7%
O=S(=O)(c1c(F)cccc1F)N1CCN(Cc2c(O)ccc3ccccc23)CC1	-24.0%	-2.2%	10.0%	0.4	2.1%	-0.1	u	0.1%
CCn1nc(C)cc1C(=O)N1CCCC(C(=O)c2ccc3ccccc3c2)C1 (stereo unspecified)	u	8.5%	4.6%	-0.2	30.6%	2.0	-5.8%	-7.9%
CN(Cc1ccccc1Br)C(=O)CSc1nnnn1C1CC1	-21.7%	-3.0%	-5.4%	1.6	41.2%	-2.2	1.5%	1.9%
CCn1c(C(C)NC(=O)c2cccs2)n[nH]c1=S (stereo unspecified)	1.3%	1.3%	-11.2%	-1.2	x	1.7	-9.9%	5.1%
COc1cccc(NC(=O)c2ccccc2C(F)(F)F)c1	12.0%	9.3%	-2.4%	-2.5	-17.7%	-4.5	2.3%	-1.8%
CCCS(=O)(=O)N1CCN(C(=O)c2ccccc2F)CC1	-9.8%	1.1%	10.9%	-1.2	-9.9%	-0.6	-2.7%	1.5%
COc1ccc(CN2CCNC(=O)C2CC(=O)N2CCCCO2)cc1OC (stereo unspecified)	2.8%	15.0%	4.2%	-0.1	-12.1%	-4.3	-4.1%	0.5%
COc1ccc(-c2c(Sc3ccccc3)c3cc(-c4ccc(OC)c(F)c4)ccc3n2C)cc1	7.8%	5.0%	4.3%	0.0	-9.2%	16.4	3.4%	2.0%
CC(C)(C)C1CCc2c(sc(NC(=O)CSc3nnc(-c4ccccc4)o3)c2C#N)C1 (stereo unspecified)	2.9%	-15.8%	0.0%	-5.5	x	9.3	-9.1%	-35.9%

Next section, overlapping the part above by four compounds.
SMILES	EPAC1 antagonist	EPAC1 ag	Abeta rescue	IL2 activator	FUS suppressor	PI5P4Ka inh	PLK1 PBD inh	WRN inhibitor
CCCS(=O)(=O)N1CCN(C(=O)c2ccccc2F)CC1	-9.8%	1.1%	10.9%	-1.2	-9.9%	-0.6	-2.7%	1.5%
COc1ccc(CN2CCNC(=O)C2CC(=O)N2CCCCO2)cc1OC (stereo unspecified)	2.8%	15.0%	4.2%	-0.1	-12.1%	-4.3	-4.1%	0.5%
COc1ccc(-c2c(Sc3ccccc3)c3cc(-c4ccc(OC)c(F)c4)ccc3n2C)cc1	7.8%	5.0%	4.3%	0.0	-9.2%	16.4	3.4%	2.0%
CC(C)(C)C1CCc2c(sc(NC(=O)CSc3nnc(-c4ccccc4)o3)c2C#N)C1 (stereo unspecified)	2.9%	-15.8%	0.0%	-5.5	x	9.3	-9.1%	-35.9%
CCN1C(=O)/C(=C\N(C)C)S/C1=N\S(=O)(=O)c1ccccc1	-17.6%	10.6%	-7.2%	1.0	12.2%	-11.6	u	-16.7%
CCOc1cc(NC(=S)NCC2CCCO2)c(OCC)cc1NC(=O)C1CC1 (stereo unspecified)	-17.4%	-9.4%	-16.2%	0.2	17.1%	-11.4	u	-5.8%
COc1ccc(CN2C(=O)CC(C(=O)NCCc3ccc(S(N)(=O)=O)cc3)SC2=Nc2ccccc2)cc1 (stereo unspecified)	-2.3%	8.3%	2.3%	-0.2	12.1%	-1.0	2.7%	4.8%
COc1ccc(Cn2c(O)c(C=Nc3ccc(OC)cc3)c3ccccc3c2=O)cc1	-7.0%	-7.5%	4.8%	-0.4	x	4.4	-2.4%	-12.6%
Cc1ccc(NC(=O)Cc2nnc(SCC(=O)Nc3nncs3)n2C)c(C)c1	1.0%	0.3%	10.0%	0.6	20.1%	10.7	-7.5%	5.4%
CCN(CC(=O)Nc1cccc(C#N)c1)CC(=O)Nc1cccc(OC)c1	u	7.5%	-1.6%	0.7	4.9%	-0.2	-13.3%	-10.2%
CCc1cc(=O)oc2cc(C)cc(OCC(=O)C(C)(C)C)c12	-11.2%	-3.8%	-10.5%	0.5	13.9%	4.0	-1.6%	-2.2%
CNS(=O)(=O)c1ccc(CNC[C@H]2O[C@@H](n3cc(C)c(=O)[nH]c3=O)C[C@@H]2O)cc1	13.8%	13.2%	1.1%	2.7	-22.8%	-4.2	-0.3%	-0.3%
COc1ccc(N2C(=O)C(C)C(Cc3ccc(C)cc3)C2=O)cc1 (stereo unspecified)	-11.6%	6.8%	11.0%	0.0	5.6%	10.3	-9.7%	0.0%
CC[C@H](C)[C@H](NC(N)=O)C(=O)OCC(=O)NCc1ccc(Cl)cc1	-2.8%	0.4%	-13.9%	3.4	7.4%	-1.1	-11.2%	-0.9%
COc1ccc(-c2sc3cc4c(cc3c2C#Cc2cncn2C)OCO4)cc1	4.5%	-2.8%	-3.0%	-0.5	24.5%	-0.8	-4.2%	6.3%
CCOc1ccc(Oc2ccc(S(=O)(=O)N3CCOCC3)cc2N)cc1	-5.6%	9.9%	1.9%	-0.1	2.9%	5.8	-5.3%	1.5%
Cc1cccc(CSCCNC(=S)Nc2ccccc2)c1	u	-1.0%	-30.2%	0.1	x	0.7	-24.5%	-5.0%
Cc1c(N2C(=O)C(=O)/C(=C(/O)c3ccc(Cl)cc3)C2c2ccccc2)c(=O)n(-c2ccccc2)n1C (stereo unspecified)	7.4%	-7.7%	6.9%	0.3	3.9%	-0.9	-1.1%	-14.9%[57.1 µM]
COc1ccc(NC(=O)CC2C(=O)N(c3cccc(OC)c3)C(=O)N2C(C)C)cc1 (stereo unspecified)	-5.3%	10.6%	-0.8%	1.7	-11.6%	1.4	-3.6%	-7.9%
O=C(Cc1ccccc1)N1CCC(c2nc3ccccc3[nH]2)CC1	10.2%	-2.6%	20.1%	-1.4	16.7%	x	-3.0%	1.7%
CN(C)c1ccc(/C=N/NC(=O)c2ccc(NC(=O)c3ccccc3)cc2)cc1	5.5%	-6.8%	4.3%	-1.2	22.9%	-5.8	-7.0%	6.9%
CCCC(c1nnnn1CS(=O)(=O)c1ccc(C)cc1)N1CCN(CC)CC1 (stereo unspecified)	-1.2%	-1.1%	-7.9%	0.4	17.1%	-7.1	-16.4%	6.9%
CCN(CC1COc2ccccc2O1)C(=S)Nc1ccc(F)cc1 (stereo unspecified)	-5.9%	3.0%	18.4%	0.1	2.8%	1.1	-11.7%	-6.2%
Cc1ccc(C(c2sc3nc(C)nn3c2O)N2CCN(c3ccc(F)cc3)CC2)cc1 (stereo unspecified)	0.8%	3.4%	-4.5%	-0.8	32.6%	0.1	-0.2%	-16.3%
Cc1cc(NC(=O)CSc2nnc(C3CC3)n2C)no1	-1.7%	5.6%	-5.1%	0.7	45.4%	x	-2.0%	-4.1%
O=C(NCc1ccco1)C1CCCN1C(=O)NCc1ccccc1 (stereo unspecified)	-0.2%	7.1%	-3.7%	2.7	4.3%	-1.0	-17.8%	5.5%
O=C(CN1C(=O)/C(=C/c2cccc(Br)c2)SC1=S)NC1=NCCS1	0.2%	-3.5%	-6.1%	-2.4	6.2%	1.8	-6.3%	-6.8%
NC(=O)CC(NC(=O)Cc1ccc(Br)cc1)c1ccc(NC2CC3CCC2C3)c([N+](=O)[O-])c1 (stereo unspecified)	-18.1%	-0.1%	10.5%	-0.5	u	-1.2	-1.8%	-1.0%
CN1CCCC(CC2c3ccccc3Sc3ccccc32)C1 (stereo unspecified)	-1.7%	-0.2%	-9.6%	0.1	-9.5%	7.3	-2.6%	-0.2%
C=C(C)CNC(=S)N/N=C(\C)c1cccc(NC(C)=O)c1	-0.5%	-3.6%	-6.8%	-0.6	4.5%	0.8	-6.9%	-2.8%
COc1cc(OC)cc(C(=O)Oc2ccc(/C=N/Nc3nc4ccccc4s3)cc2OC)c1	1.0%	4.5%	4.5%	-0.8	u	2.2	-6.0%	-19.6%
